Source: PubChem (National Center for Advancing Translational Sciences (NCATS))
Epigenetic reg = regulators of epigenetic silencing causing reporter derepression in mouse cells; Potency, µM (titrated, usually from 53.9 µM), without a hit: at the top dose GFP activation, usual class: activators; AID 1865; murine LDR cells, GFP reporter derepression, 30 h; 0.2% of 280,000 active; note: potency is the fitted concentration of half-maximal effect; % of control where 0% means no effect; nearly all actives have a fitted effect of over 60% in size
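GFP-positive cell count by laser-scanning cytometry (objects 20–120 um) after 30 h, 37 C compound exposure of murine LDR cells; reporter is CMV-GFP integrated at a silenced locus, inducible by HDAC or DNMT inhibitors.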
KinaseGlo FLuc = Kinase-Glo luciferase inhibition (counter-screen); Kinase-Glo luciferase, ATP luminescence, 8 min; AID 1379; 0.28% of 200,000 active; Potency, µM (titrated, usually from 38.3 µM), without a hit: top-dose activity change, negative = inhibition, usual class: inhibitors; note: potency is the fitted concentration of half-maximal effect; % is set by controls: 0 for no effect and ±100 for the full control effect; nearly all actives have a fitted effect of over 60% in size
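Luminescence was the read-out, taken after 8-minute incubation at ambient temperature. Luciferase turned over luciferin with 10 uM ATP in imidazole pH 7.2 buffer containing KCl, MgCl2, Tween 20 and BSA.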
GLA spleen mod = alpha-galactosidase A (human) modulation. P06280. human spleen homogenate, 4MU-alpha-Gal fluorescence, 40 min. Potency, µM (doses to about 80 µM), for the others: at the top dose activity change, negative = inhibition, usual class: inhibitors. 0.008% of 240,000 active;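 note: potency is the fitted concentration of half-maximal effect; 0% = enzyme with vehicle and -100% = no enzyme basal signal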
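Human spleen homogenate (1 ug) as enzyme source, 4-methylumbelliferyl-alpha-D-galactopyranoside 1 mM final, citrate/phosphate pH 5.0 with 0.01% Tween-20. Compounds 40 min at 37C, NaOH/glycine stop; fluorescence Ex 365/Em 440, Hill-fit AC50.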
CBFb-RUNX1 inh = inhibitors of human CBF-beta and RUNX1 interaction; Q01196+Q13951; AlphaScreen CBFb-His/RUNX1-biotin binding, biochemical; Potency, µM (titrated, usually from 59.8 µM), for the others: at the highest dose activity, negative = inhibition, usual class: inhibitors; 230,000 tested, under 10 active; AID 1477; note: % of control where 0% means no effect
Target sequence (Q01196 whole entry, looked up): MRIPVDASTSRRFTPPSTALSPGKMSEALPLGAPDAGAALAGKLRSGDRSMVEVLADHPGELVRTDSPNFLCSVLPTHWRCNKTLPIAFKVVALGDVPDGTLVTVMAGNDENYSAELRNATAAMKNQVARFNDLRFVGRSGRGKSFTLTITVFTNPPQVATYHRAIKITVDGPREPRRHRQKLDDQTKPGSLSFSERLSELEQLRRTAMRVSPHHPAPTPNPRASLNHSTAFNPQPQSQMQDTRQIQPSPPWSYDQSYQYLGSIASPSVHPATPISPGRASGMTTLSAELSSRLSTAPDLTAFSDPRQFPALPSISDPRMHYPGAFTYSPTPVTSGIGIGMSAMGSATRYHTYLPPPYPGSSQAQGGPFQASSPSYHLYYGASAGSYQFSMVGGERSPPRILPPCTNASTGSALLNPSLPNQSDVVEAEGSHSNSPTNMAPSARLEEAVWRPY
Target sequence (Q13951 whole entry, looked up): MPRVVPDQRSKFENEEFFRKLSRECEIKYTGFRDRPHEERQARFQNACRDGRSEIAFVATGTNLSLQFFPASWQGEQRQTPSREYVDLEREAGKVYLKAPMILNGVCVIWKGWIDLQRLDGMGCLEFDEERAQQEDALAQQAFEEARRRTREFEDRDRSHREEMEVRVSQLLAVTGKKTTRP
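Compounds were screened at multiple concentrations against a preformed CBF-beta(His)/RUNX1(biotin) complex (30 nM of each) for 15 min at room temperature, followed by 90 min with nickel and streptavidin beads and AlphaScreen reading.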
NPSR antag = blocks cAMP signaling of the human neuropeptide S receptor; Q6W5P4; CHO-NPSR cells, cAMP TR-FRET, antagonist mode; Potency, µM (top dose mostly 38.3 µM), inactives show at the highest dose activity change, negative = inhibition, hits mostly inhibitors; 1% of 220,000 active; AID 1461; note: potency is the fitted concentration of half-maximal effect; % is set by controls: 0 for no effect and ±100 for the full control effect; nearly all actives have a fitted effect of over 50% in size; many of its hits are not listed in these tables
Target sequence (Q6W5P4 whole entry, looked up): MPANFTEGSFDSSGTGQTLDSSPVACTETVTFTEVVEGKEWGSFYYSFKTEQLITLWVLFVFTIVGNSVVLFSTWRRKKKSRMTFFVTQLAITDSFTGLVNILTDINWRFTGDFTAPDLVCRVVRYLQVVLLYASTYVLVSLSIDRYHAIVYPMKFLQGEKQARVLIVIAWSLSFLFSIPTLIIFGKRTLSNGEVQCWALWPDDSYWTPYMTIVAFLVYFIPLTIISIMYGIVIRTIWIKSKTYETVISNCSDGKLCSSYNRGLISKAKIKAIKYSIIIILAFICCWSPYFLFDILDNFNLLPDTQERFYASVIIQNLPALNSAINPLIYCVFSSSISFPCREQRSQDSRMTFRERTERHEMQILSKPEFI
Lamin A splicing = modulators of lamin A splicing. HeLa LMNA splicing GFP/RFP minigene ratio, 48 h. Potency, µM (top dose mostly 46.1 µM), for inactives: at the highest dose ratio change, negative = inhibition, usual class: inhibitors. 0.01% of 200,000 active. AID 1487; active = well fitted inhibition curve with a large enough effect in the signal ratio, with a control signal flat, not every such curve was filed as active; inconclusive = small, poorly fitted or top-dose-only effect, or effect the other way, or a change in a side signal; the % refers to the signal ratio; note: potency is the fitted concentration of half-maximal effect; % is set by controls: 0 for no effect and ±100 for the full control effect
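S3 HeLa cells stably expressing lamin A-EGFP splicing minigene plus DsRed2, 600 cells/well, 48 h compound exposure at 37C. Laser-scanning cytometry; analysed as GFP (500-530 nm)/RFP (575-640 nm) total intensity ratio; 0.5% DMSO vehicle.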
IMPase Li cell = cell-permeable IMPase inhibitors with lithium potentiation; CHO-M1 cells, IP1 TR-FRET (IP-One), carbachol + lithium; Potency, µM (doses to about 59.4 µM), for the others: at the highest dose activity, negative = IMPase inhibition, usual class: inhibitors; 0.35% of 210,000 active; AID 1457;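 note: IP1 builds up when IMPase is blocked and the TR-FRET signal falls; potency is the fitted concentration of half-maximal effect; plate controls were basal vehicle for no effect and high inhibitor control for full effect; nearly all actives have a fitted effect of over 50% in size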
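Concentration–response in CHO-M1 cells, lithium-potentiated; 30 min at 37C. IP1 detected by competitive TR-FRET after 10 min lysis at RT. Hill-fitted AC50.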
* marks the source's active call; other numbers are inactive results; ? = inconclusive; nt = no result given; & = joins results of further samples; [ ] = remark or other dose. Unless noted, calls come from the whole dose curve; as a rule, active = well fitted curve in the direction sought with a large enough effect; inconclusive = small, poorly fitted or top-dose-only effect, or another doubt; inactive = no such curve, though single readings can be large; an effect the other way counts as inactive or inconclusive. An excerpt; the hit share may differ from the screen's.

SMILES | Epigenetic reg | KinaseGlo FLuc | GLA spleen mod | CBFb-RUNX1 inh | NPSR antag | Lamin A splicing | IMPase Li cell
CCOC(=O)Cc1csc(NC(=O)c2cccc(OC)c2)n1 | 0.0% | -1% | 7% | 1% | -21%[46.1 µM] | 2% | 26%[38.3 µM]
O=C(N/N=C\c1cc(Br)cs1)C1COc2ccccc2O1 (stereo not given) | -0.1% | -1% | 0% | -2% | ? | ? | -14%[38.3 µM]
Cc1ccc(N2C(=O)c3ccc(N)cc3C2=O)cc1C | -1.1% | 0% | -11% | 15% | ? | 1% | -5%[38.3 µM]
COc1ccc(C)cc1-n1nnnc1SCC(=O)c1cc(C)n(Cc2ccco2)c1C | 0.0% | -5% | 14% | -16% | ? | 1% | 9%[38.3 µM]
Cc1ccc(C2=NN(C(=O)CCl)C(c3cccs3)C2)o1 (stereo not given) | -0.9% | nt | 2% | 0% | ? | ? | nt
CC(C)Cn1c(N)c(C(=O)COC(=O)c2cc(F)cc(F)c2)c(=O)n(C)c1=O | -2.8% | 1% | -6% | -1% | -21% | ? | 11%
CSc1nc(-c2ccco2)nn1C(=O)c1ccc(Cl)cc1 | 2.9% | 0% | -2% | 0% | 6%[46.1 µM] | 2% | 2%[38.3 µM]
Cc1cc(C)n2c(SCC(=O)Nc3ccc(Cl)cn3)nnc2n1 | -0.6% | 0% | -9% | 1% | 7%[46.1 µM] | -13%[0.0737 µM] | 8%[38.3 µM]
Cc1nnsc1C(=O)NNc1c(Cl)cccc1Cl | -0.3% | nt | -1% | 3% | -5%[7.67 µM] | nt | nt
COC(=O)CSC1=C(C#N)C(c2cccc(F)c2)CC(=O)N1 (stereo not given) | 0.8% | -2% | 0% | 3% | -3%[46.1 µM] | ? | 3%[38.3 µM]
COc1ccc(-c2c(C(C)=O)c(C)nc3sc4c(=O)n(-c5ccc(C)cc5)nnc4c23)cc1 | 3.0% | 4% | -1% | 0% | -24%[46.1 µM] | 11% | 3%[38.3 µM]
O=[N+]([O-])c1ccccc1S(=O)(=O)NCCC1=CCCCC1 | -0.3% | 1% | 9% | -9% | -11%[46.1 µM] | 7% | 24%[38.3 µM]
O=c1c2c(n3nnnc3n1Cc1ccccc1)-c1ccccc1CC21CCCC1 | 5.2% | 2% | -5% | -1% | -1%[46.1 µM] | -1% | 9%[38.3 µM]
Cc1cc(CC(=O)O)n(C)c1C(=O)c1ccc(Cl)cc1 | -2.1% | 0%[39.9 µM] | -3% | -17% | nt | ? | 2%&13%&12%&0%
COc1ccc(-c2nnc(SCc3cccc(C)c3)n2N)cc1 | -1.1% | 3% | -1% | -2% | -1%[46.1 µM] | -6% | -3%[38.3 µM]
Clc1ccc(CSc2ncn[nH]2)cc1 | 0.0% | -2% | 7% | 5% | -7%[46.1 µM] | 8% | -2%[38.3 µM]
Cc1cc2oc(=O)c3c(c2cc1OC(=O)c1ccco1)CCCC3 | 1.5% | 2% | 3% | 1% | -2%[46.1 µM] | 10% | -25%[38.3 µM]
Cc1ccc2nsnc2c1NC(=O)c1ccc([N+](=O)[O-])cc1 | -0.4% | 0% | 0% | -2% | 3% | -17%[46 µM] | 10%
O=C1OC(c2ccccc2)=N/C1=C\C=C\c1ccco1 | 1.1% | -4% | 4% | ? | 7% | ? | 1%
COc1ccc(NC(=O)CSc2nc(O)cc(=O)[nH]2)c(OC)c1 | 0.0% | nt | 2% | 13% | 18% | nt | nt
COc1cc(OC)nc(NC(=O)NS(=O)(=O)c2ccc(OC(F)(F)F)cc2)n1 | 1.1% | -3% | 2% | 5% | 7%[46.1 µM] | 0% | -2%[38.3 µM]
CCN1CCN(C(=O)c2ccc(Cl)c(S(=O)(=O)N3CCOCC3)c2)CC1 | 0.4% | -1% | 0% | 0% | 7%[46.1 µM] | 2% | 18%[38.3 µM]
Cc1cc(Nc2ccccc2)n(-c2ccc(C(=O)O)cc2)n1 | -3.6% | 4% | -7% | 0% | -5% | -3%[46 µM] | 7%
COc1cccc(N2C(C(C)=O)=NN(c3ccccc3)C2c2ccc(N3CCOCC3)cc2)c1 (stereo not given) | 14% | -7% | 3% | 3% | -35% | ? | 0%

Five of the entries above in order of the CBFb-RUNX1 inh value, ascending.
Compound | CBFb-RUNX1 inh
Cc1ccc2nsnc2c1NC(=O)c1ccc([N+](=O)[O-])cc1 | -2%
CCN1CCN(C(=O)c2ccc(Cl)c(S(=O)(=O)N3CCOCC3)c2)CC1 | 0%
Cc1cc2oc(=O)c3c(c2cc1OC(=O)c1ccco1)CCCC3 | 1%
Clc1ccc(CSc2ncn[nH]2)cc1 | 5%
COc1ccc(NC(=O)CSc2nc(O)cc(=O)[nH]2)c(OC)c1 | 13%

Further records:
SMILES | Epigenetic reg | KinaseGlo FLuc | GLA spleen mod | CBFb-RUNX1 inh | NPSR antag | Lamin A splicing | IMPase Li cell
Cc1ccc(/C=C(/C#N)c2nc(CCN3C(=O)c4ccccc4C3=O)cs2)cc1 | -0.3% | 0% | 0% | 6% | -7%[46.1 µM] | -3% | 4%[38.3 µM]
COc1ccc(NC(=S)NCCc2ccccc2)c(OC)c1 | 5.1% | -1% | -2% | 0% | -19%[46.1 µM] | -1% | 12%[38.3 µM]
O=C(NC1CCc2ccccc21)C1CCN(S(=O)(=O)c2ccc(-n3cnnn3)cc2)CC1 (stereo not given) | 7.1% | 1% | 15% | 6% | -8%[46.1 µM] | -6% | 16%[38.3 µM]
Nc1[nH]ncc1-c1ccccc1 | -5.2% | 1% | 6% | 9% | 16% | ? | -2%
CC(C)(C)C(=O)OCCn1c(=O)c2cc3c(=O)n(CCOC(=O)C(C)(C)C)c(=O)c3cc2c1=O | -1.0% | nt | -4% | -2% | ? | 2% | nt
CCOC(=O)c1ccc(N2C(=O)CC(N3CCN(C/C=C/c4ccccc4)CC3)C2=O)cc1 (stereo not given) | 0.9% | 3% | 3% | 9% | -4%[46.1 µM] | 9% | 25%[38.3 µM]
Cc1nc2ccc(NC(=S)NCCCO)cc2nc1C | -1.1% | -1% | 10% | 4% | 7% | nt | 15%
Cc1ccc(-c2nc3ccccc3c(=O)n2NC(=S)N(C)C)cc1 | 0.0% | 0% | -3% | -9% | 12% | -3% | -1%
COc1ccccc1Nc1nc(N)nc(-c2cc3ccccc3o2)n1 | 0.0% | -1% | 8% | ? | -21%[46.1 µM] | -15% | 9%
COc1ccc2c(c1)c(CC(=O)OCC(N)=O)c(C)n2C(=O)c1ccc(Cl)cc1 | -1.1% | nt | -2% | 5% | -27% | nt | nt
CCSc1nnc(NC(=O)CSc2nccn2-c2cc(C)cc(C)c2)s1 | -1.0% | nt | 16% | 0% | -26%[46.1 µM] | ? | nt
CC(=O)c1c(C)n(-c2ccccc2)c2ccc(O)cc12 | 1.0% | 6% | 1% | 2% | -14%[46.1 µM] | ? | 31%[38.3 µM]

Structural class: those above with a nitro group on carbon.
SMILES | Epigenetic reg | KinaseGlo FLuc | GLA spleen mod | CBFb-RUNX1 inh | NPSR antag | Lamin A splicing | IMPase Li cell
O=[N+]([O-])c1ccccc1S(=O)(=O)NCCC1=CCCCC1 | -0.3% | 1% | 9% | -9% | -11%[46.1 µM] | 7% | 24%[38.3 µM]
Cc1ccc2nsnc2c1NC(=O)c1ccc([N+](=O)[O-])cc1 | -0.4% | 0% | 0% | -2% | 3% | -17%[46 µM] | 10%

(further entries)
SMILES | Epigenetic reg | KinaseGlo FLuc | GLA spleen mod | CBFb-RUNX1 inh | NPSR antag | Lamin A splicing | IMPase Li cell
N#C/C(=C\c1c(N2CCCCCC2)nc2ccccn2c1=O)C(=O)NC1CCS(=O)(=O)C1 (stereo not given) | -1.8% | 5% | -11% | 1% | 10% | 3% | 1%
CN1C=CC=C/C1=C1\SC(=S)N(c2ccccc2)C1=O | -0.4% | -2% | 3% | -11% | -11%[46.1 µM] | -7% | 16%[38.3 µM]
COc1ccc(OC)c(NC(=O)C2CCN(C(=O)c3cccs3)CC2)c1 | 0.0% | -1% | 7% | 4% | -6% | 16%[46 µM] | -2%
Nc1nc(CN2CCOCC2)cs1 | -6.0% | -4% | -15% | -1% | -4%[46.1 µM] | -3% | 27%[38.3 µM]
CCO[C@@H]1OC(C(=O)NCc2nc3ccccc3[nH]2)=C[C@H](C2CC2)[C@H]1CCCO | -2.0% | nt | -12% | 1% | -7% | nt | 7%
CCOC(=O)C1(Cc2cccc(OC)c2)CCN(Cc2cccc(OC)c2O)CC1 | -5.5% | -6% | -4% | -1% | 17% | 8%[46 µM] | 16%
Cc1nc2ccc(NC(=O)COc3ccccc3F)cc2s1 | 3.5% | -4% | -1% | 4% | 11% | ? | 7%
O=c1[nH]c(CSc2nc(-c3ccccc3)cs2)nc2ccccc12 | 0.0% | -2% | 3% | -5% | 9% | -10% | -1%
O=C(CNC(=O)c1ccc(Cl)cc1)OCC(=O)c1ccc2c(c1)OCCO2 | 0.7% | 1% | 2% | 8% | 0%[46.1 µM] | 8% | 18%[38.3 µM]
N#CCSCC(=O)Nc1ccc(Br)cc1 | -1.0% | -4% | -4% | 4% | -2%[46.1 µM] | 1% | 6%[38.3 µM]
COc1ccc2[nH]cc(CCNc3nc(-c4cccc(C#N)c4)nc4ccccc34)c2c1 | nt | nt | -2% | nt | nt | ? | 12%
CCC(C)(C)NC(=O)CN(C(=O)c1snc(C(N)=O)c1N)c1ccc2c(c1)OCO2 | 0.9% | 0% | 14% | 2% | -21%[46.1 µM] | 17% | 22%[38.3 µM]
CC(=O)c1ccc(Nc2cc(C)nc3nc(C)nn23)cc1 | 4.4% | 0% | -8% | -7%[2.36 µM] | 22% | ? | 1%
Cn1nc([N+](=O)[O-])nc1S(C)(=O)=O | -2.7% | -1% | -1% | -8% | 23% | ? | -2%
C=CCSc1nc2c(cnn2-c2ccc(C)c(C)c2)c(=O)[nH]1 | -1.4% | -2% | 2% | -7% | 2%[46.1 µM] | -5% | -8%[38.3 µM]
CC(C)N(Cc1nccn1C)C(=O)c1ccc(OC2CCN(C(=O)C3CC3)CC2)cc1 | 0.0% | -7% | -3% | 4% | -11% | 4%[46 µM] | 10%
O=S(=O)(NC1c2cccc3cccc(c23)C1N1CCNCC1)c1ccc(Cl)cc1 (stereo not given) | 1.6% | 2% | -12% | -4% | -15% | nt | 16%
CC1(C(=O)O)COC(c2ccc(Cl)cc2)OC1 (stereo not given) | -1.7% | nt | 1% | 5% | 8% | nt | nt
